KDM4E inh – qHTS Assay for Inhibitors of Human Jumonji Domain Containing 2E (JMJD2E). Lysine-specific demethylase 4E (Homo sapiens), B2RXH2. JMJD2E catalytic domain, FDH-coupled NADH fluorescence (FDH is formaldehyde dehydrogenase). Potency, µM (titrated, usually from 57.1 µM), for inactives: top-dose activity change, negative = inhibition, most hits filed as inhibitors. hit rate 1.6% among 230,000; active = well fitted inhibition curve with a large enough effect, not every such curve was filed as active; inconclusive = small, poorly fitted or top-dose-only effect, or another doubt; inactive = no such curve, though single readings can be large or run the other way;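 note: 0% = wells with enzyme and -100% = buffer wells without enzyme; nearly all actives have a fitted effect of over 50% in size; many of its hits are not listed in these tables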
Target sequence (B2RXH2 1-337 limits assumed): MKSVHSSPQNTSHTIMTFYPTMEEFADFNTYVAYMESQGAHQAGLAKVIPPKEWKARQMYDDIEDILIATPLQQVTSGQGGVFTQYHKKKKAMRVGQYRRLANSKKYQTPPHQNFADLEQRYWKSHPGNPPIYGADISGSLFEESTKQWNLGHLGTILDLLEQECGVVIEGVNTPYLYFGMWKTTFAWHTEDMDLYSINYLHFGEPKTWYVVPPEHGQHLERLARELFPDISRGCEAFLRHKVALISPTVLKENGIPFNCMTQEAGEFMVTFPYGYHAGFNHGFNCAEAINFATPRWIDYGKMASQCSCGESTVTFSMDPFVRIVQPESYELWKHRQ
TR SRC2 fluor cs – Total Fluorescence Counterscreen for Inhibitors of the Interaction of Thyroid Hormone Receptor and Steroid Receptor Coregulator 2; TRb/SRC2 Texas Red total fluorescence interference; Potency, µM (highest dose often 106 µM), inactives show at the highest dose fluorescence change, negative = quenching; hit rate 0.29% among 280,000; AID 1479, 2009; active = well fitted curve in either direction with a large enough effect; inconclusive = small, poorly fitted or top-dose-only effect; note: % is set by controls: 0 for no effect and ±100 for the full control effect
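Human TRb ligand-binding domain at 0.6 uM with 20 nM Texas Red SRC2 peptide in Tris buffer containing 1 uM T3 and 5% DMSO, incubated with compound 5 h at ambient temperature. Total fluorescence (555/632 nm) calculated as parallel + 2 × perpendicular.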
SMN2 splice up – qHTS Assay for Enhancers of SMN2 Splice Variant Expression | HEK293 SMN2-luciferase splicing reporter, luminescence, 30-36 h | Potency, µM (titrated, usually from 46.1 µM), for inactives: at the top dose activity change, positive = activation, actives largely listed as activators | AID 1458, 2008 | hit rate 2.8% among 210,000; note: % of control where 0% means no effect; nearly all actives have a fitted effect of over 55% in size
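qHTS luciferase splicing reporter: luminescence rises when SMN2 exon 7 is included in transfected HEK293 cells. Compound exposure lasted 30-36 h at 37C, with 4.5 mM final sodium butyrate as control, followed by a ONE-Glo read.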
GoLoco inh red – qHTS Assay for Inhibitors of RGS12 GoLoco Motif Activity (Red Fluorophore); Gai1:RGS12 GoLoco peptide FP, rhodamine, 10 min; Potency, µM (highest dose often 61.6 µM), for inactives: at the highest dose activity, negative = inhibition, hits mostly inhibitors; hit rate 0.44% among 230,000; active = well fitted inhibition curve with a large enough effect, not every such curve was filed as active; inactive = no such curve, though single readings can be large or run the other way; note: % is set by controls: 0 for no effect and ±100 for the full control effect; nearly all actives have a fitted effect of over 30% in size; many of its hits are not listed in these tables
Target sequence (P63096 whole entry, looked up): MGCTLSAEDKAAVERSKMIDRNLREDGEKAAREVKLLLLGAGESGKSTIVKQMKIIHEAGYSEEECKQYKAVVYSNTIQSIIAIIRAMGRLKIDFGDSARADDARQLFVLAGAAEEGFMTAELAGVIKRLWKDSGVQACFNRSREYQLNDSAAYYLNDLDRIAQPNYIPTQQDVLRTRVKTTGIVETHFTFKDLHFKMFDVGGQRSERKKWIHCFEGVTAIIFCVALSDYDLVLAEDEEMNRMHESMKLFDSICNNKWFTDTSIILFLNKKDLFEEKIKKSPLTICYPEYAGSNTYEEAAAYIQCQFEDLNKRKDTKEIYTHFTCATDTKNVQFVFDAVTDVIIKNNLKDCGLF
RECQ1 helicase – qHTS Assay for Inhibitors of RecQ-Like Dna Helicase 1 (RECQ1); ATP-dependent DNA helicase Q1 (Homo sapiens), P46063; RECQ1 DNA unwinding, red fluorescence kinetic read; Potency, µM (highest dose often 57.3 µM), for the others: at the highest dose activity, negative = inhibition, usual class: inhibitors; hit rate 0.54% among 240,000; AID 2549, 2010;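 note: plate controls were vehicle for no effect and no enzyme for full effect; nearly all actives have a fitted effect of over 30% in size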
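50 nM RECQ1T1 preincubated 15 min with compound in Tris pH 8.0 buffer with MgCl2, DTT, Tween-20 and 2.5 ug/ml poly(dI-dC); started with 200 nM TAMRA/BHQ-2 forked duplex and 2 mM ATP. Unwinding read as fluorescence (525/598 nm), two reads 2 h apart.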
TRb SRC2 PPI – qHTS for Inhibitors of the Interaction of Thyroid Hormone Receptor and Steroid Receptor Coregulator 2. Thyroid hormone receptor beta (Homo sapiens), P10828. TRbeta-SRC2 peptide binding, fluorescence polarization; receptor liganded with 1 µM T3. Potency, µM (titrated, usually from 106 µM), inactives show at the highest dose activity change, negative = inhibition, usual class: inhibitors. hit rate 0.065% among 280,000. AID 1469, 2008;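 note: plate controls were bound peptide for no effect and peptide without receptor for full effect; nearly all actives have a fitted effect of over 50% in size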
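Human TRb ligand-binding domain (0.6 uM) is mixed with 20 nM Texas Red SRC2 peptide and 1 uM T3; after compound addition and 5 hr at ambient temperature, polarization is measured and normalized to unbound and bound controls.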
LMNA splice mod – qHTS Assay for Modulators of Lamin A Splicing; HeLa LMNA splicing GFP/RFP minigene ratio, 48 h; Potency, µM (series often up to 46.1 µM), inactives show at the highest dose ratio change, negative = inhibition, usual class: inhibitors; hit rate 0.01% among 200,000; active = well fitted inhibition curve with a large enough effect in the signal ratio, with a control signal flat, not every such curve was filed as active; inconclusive = small, poorly fitted or top-dose-only effect, or effect the other way, or a change in a side signal; the % refers to the signal ratio; note: % is set by controls: 0 for no effect and ±100 for the full control effect
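S3 HeLa stable clones carrying a lamin A-EGFP splicing minigene plus DsRed2 were seeded at 600 cells/well in Opti-MEM with 2% FBS, pin-dosed and incubated 48 h at 37°C. Acumen cytometry (488 nm) gave the GFP/RFP total-intensity ratio.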
ALDH1A1 inh – qHTS Assay for Inhibitors of Aldehyde Dehydrogenase 1 (ALDH1A1) | Aldehyde dehydrogenase 1A1 (Homo sapiens), P00352 | Purified ALDH1A1, NADH fluorescence, propionaldehyde substrate | Potency, µM (highest dose often 75.3 µM), for inactives: top-dose activity, negative = inhibition, usual class: inhibitors | hit rate 7.3% among 220,000 | AID 1030, 2008; active = well fitted inhibition curve with a large enough effect, not every such curve was filed as active; inconclusive = small, poorly fitted or top-dose-only effect, or another doubt; inactive = no such curve, though single readings can be large or run the other way;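 note: plate controls were no enzyme wells and a reference inhibitor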
Numbers without * were called inactive; i = inactive; ? = inconclusive; . = not tested or not shown; & = joins results of further samples; [ ] = remark or other dose. Unless noted, calls come from the whole dose curve; as a rule, active = well fitted curve in the direction sought with a large enough effect; inconclusive = small, poorly fitted or top-dose-only effect, or another doubt; inactive = no such curve, though single readings can be large; an effect the other way counts as inactive or inconclusive. Potency is the fitted concentration of half-maximal effect. These rows are one share of the data; rates above refer to the full screens.

SMILES	KDM4E inh	TR SRC2 fluor cs	SMN2 splice up	GoLoco inh red	RECQ1 helicase	TRb SRC2 PPI	LMNA splice mod	ALDH1A1 inh
O=C(Nc1cccc(C(F)(F)F)c1)C1(c2ccccc2)CC1	5%	-10%	-9%	3%	-7%	2%	-10%	15%
Cc1ccc(NC(=O)c2cc(-c3cccc(O)c3)on2)cc1C	0%	-1%	2%	-2%	-13%	-1%	-15%	-12%
C/[N+]([O-])=C\C1C(=O)CC(C)(C)CC1=O	7%	-1%	0%	3%	0%	4%	9%[46 µM]	?
O=C(CN1CCC(NC(=O)c2ccco2)CC1)Nc1ccccc1[N+](=O)[O-]	2%	-2%	.	2%	-5%	-1%	?	22µM*
CCOC(=O)c1c(NC(=O)Cn2cnc([N+](=O)[O-])n2)sc(C)c1C	-3%	-1%	-30%	17%	0%	4%	.	32µM*
Cc1nnc(SCc2nc3ccccc3s2)n1N	-12%	0%	.	5%	-7%	10%	.	6%
CC1CCN(C(=O)C(Cc2ccccc2)NS(=O)(=O)c2ccc3c(c2)oc(=O)n3C)CC1 (stereo not drawn)	2%	-2%	-10%	2%	-9%	5%	5%	7%
FC(F)(F)c1cccnc1-n1cncn1	-4%	-9%	.	5%	-12%	2%	.	4%
COc1cc(/C=N/N=C(N)N)ccc1OCc1ccc(Cl)cc1	-10%	-1%	21%	-7%	i	-5%	.	2%
COc1ccc(S(=O)(=O)N2CCOCC2)cc1NC(=O)COC(=O)c1ccc(C)s1	2%	0%	0%	7%	-6%	-2%	.	?
CCc1ccccc1N(C)S(=O)(=O)c1ccc2[nH]cc(C(=O)N3CCc4ccccc43)c(=O)c2c1	5%	-5%	-14%	14%	4%	3%	?	0%
CC(C)CNC(=S)NC(=O)c1csc([N+](=O)[O-])c1	0%	0%	.	5%	2%	0%	.	.
O=C(Cn1cnc2c(nnn2-c2ccccc2)c1=O)NCCc1ccccc1	4%	3%	-20%	11%	-4%	8%	-3%	-5%
CC1=NN(c2nc(-c3ccc(C)cc3)cs2)C(=O)C1N=Nc1cccc(C)c1 (stereo not drawn)	6%	-1%	1%[1.84 µM]	25%	-1%	6%	-16%	8%
Nc1cc(=O)[nH]c(SCC(=O)NC2CCCc3ccccc32)n1 (stereo not drawn)	-2%	-2%	.	6%	-8%	0%	.	.
COc1cccc(Cn2c(=O)c(-c3ccc(Cl)cc3)nc3cnc(N(C)C)nc32)c1	.	.	1%	7%	-10%	.	.	?
N/C(=N\c1nc2ccccc2o1)NC(=O)c1cccc(Br)c1	-13%	-2%	.	5%	-1%	3%	-1%[46 µM]	4%
COC(=O)Cn1c(CCS(=O)(=O)c2ccc(C)cc2)nc2ccccc21	-19%	-1%	-3%	-1%	i	-3%	?	-12%
CSc1ccc(S(=O)(=O)NC2CCCCCC2)cc1	-10%	1%	7%	3%	-2%	15%	?	?
CCCn1c(-c2ccc(F)cc2)nc2c(N3CCN(CCn4ccnc4)CC3)nc(C)nc21	?	1%	-11%	6%	-2%	3%	.	-2%
Cc1ccc(-n2ncc3c(NCc4ccc5c(c4)OCO5)ncnc32)c(C)c1	-13%	-5%	-10%	9%	9%	0%	-3%	?
COCc1c(C(=O)OC)nnn1-c1ccccc1	11%	1%	5%	2%	-1%	-14%	-10%	-1%
COc1ccc(OC)c(C2=NNC(=NCc3ccc4c(c3)OCO4)SC2)c1	?	-1%	-32%[inhibitor]	-5%	-2%	-4%	-8%	?
O=C(Nc1ccc(F)cc1F)NC1CC1	1%	1%	-1%	3%	7%	-1%	.	2%
CCOC(=O)C(=CNc1cccc(C)c1C)C(=O)OCC	3%	-3%	7%	11%	-8%	1%	-6%	-5%
Carrying on:
SMILES	KDM4E inh	TR SRC2 fluor cs	SMN2 splice up	GoLoco inh red	RECQ1 helicase	TRb SRC2 PPI	LMNA splice mod	ALDH1A1 inh
CC#CCN1c2ccccc2[C@]23C[C@@H](C(=O)OC)N(S(=O)(=O)c4ccc5c(c4)OCCN5C)C2=NC(C(=O)OC)=C(C(=O)OC)[C@H]13	1%[11.4 µM]	-3%[11.2 µM]	3%[9.22 µM]	4%[14.2 µM]	?	1%[11.2 µM]	6%[9.22 µM]	-6%[13.5 µM]
COC(=O)c1ccc(Cl)c(NC(C)=O)c1	9%	-3%	4%	6%	11%	-21%	24%	?
COc1cc(NS(=O)(=O)c2ccc(NC(=O)c3ccco3)cc2)nc(OC)n1	4%	1%	13%	4%	-1%	-2%	?	2%
CCCCCCCCCCCCCCC[C@@H](O)[C@H](CO)NC(C)=O	-11%	0%&-1%	-7%&-3%	-4%&-1%	-2%	-1%&8%	.	1%&7%
Cc1[nH]n(-c2ccccc2)c(=O)c1Sc1ccc(Cl)cc1	-16%	-4%	-20%	8%	-11%	-16%	?	-15%
COc1ccc(C(=O)Nc2nc(-c3ccc(OC)cc3)c(-c3ccc([N+](=O)[O-])cc3)s2)cc1	-4%	?	-41%[inhibitor]	-1%	-13%	?	?	-11%
c1ccc(-c2ccc(SCc3cccnc3)nn2)nc1	?	1%	?	-6%	0%	-1%	.	-3%
Cc1cccc(OCCCSc2nc3ccccc3[nH]2)c1	2%	-5%	.	.	0%	5%	?	?
Cc1c(OCc2ccccc2)c(=O)ccn1Cc1ccccc1	-24%	1%	-47%[inhibitor]	-1%	-2%	3%	-10%	?
CCSc1nnc(NC(=O)CSc2nc3c(c(=O)n2CC)SC(C)C3)s1 (stereo not drawn)	-9%	.	-38%[inhibitor]	10%	-15%	.	0%	-7%
COc1ccc(CCNC(=O)/C=C/c2cc(OC)c(OC)c(OC)c2)cc1OC	?	1%	26%	9%	0%	5%	-14%[46 µM]	?
N#C/C(=C\c1ccc(N2CCOCC2)o1)c1ccccc1	?	?	13µM*	7.1µM*	-2%	-17%	?	11µM*
S=c1[nH]nc(-c2ccncc2)n1/N=C/c1cccc(Cl)c1	-25%	-1%	.	1%	-1%	3%	.	.
Cc1ccc(C(=O)Nc2ccc3c4c(cccc24)CC3)cc1[N+](=O)[O-]	0%	-2%	7%	2%	-7%	-11%	-7%	8%
O=C(O)CC1=C(Nc2ccccc2)C(=O)N(c2ccccc2)C1c1ccc(F)cc1 (stereo not drawn)	-6%	1%	?	-7%	0%	-1%	13%	?
Cc1ccc(N2C(=O)CCC2(C(N)=O)c2ccccc2)cc1 (stereo not drawn)	6%	-1%	.	-8%	-3%	-4%	-17%[46 µM]	9%
CCC(=O)Nc1ccc(/C(C)=N\NS(=O)(=O)c2ccc(C)cc2)cc1	0%	1%	12%	4%	-9%	-22%	14%	?
O=C(CN(Cc1cccs1)C(=O)CNC(=O)c1ccco1)NC1CCCCC1	4%	-1%	-3%	0%	-13%	0%	-2%	?
N#C/C(=C/c1ccc(O)c(O)c1)C(=O)OC/C=C/c1ccccc1	.	-3%	?	59%[activator]	?	7%	.	4.5µM*
Cc1ccc(S(=O)(=O)NC(CC(=O)O)c2ccccc2)cc1 (stereo not drawn)	5%	-8%	34%	6%	-7%	4%	-3%	2%
COc1cc(OC)c2c(-c3ccccc3)cc(=O)oc2c1C(CCN1CCCC(C)C1)c1ccc(N(C)C)cc1 (stereo not drawn)	0%	-1%	.	11%	?	1%	.	.
Cn1c(CSc2nc3ccccc3s2)nc2ccccc21	?	-2%	16µM*	19%	-4%	-3%	?	?
Nc1nc(N2C(=O)C3CC=CCC3C2=O)nn1-c1ccccc1 (stereo not drawn)	0%	2%	9%	6%	i	-9%	-14%	1%
CCN1C(=O)c2ccccc2S(=O)c2ccc(C(=O)N3CCOCC3)cc21 (stereo not drawn)	1%	-1%	.	2%	-7%	0%	.	.
COc1ccc(OC)c2sc(N(CCN(C)C)C(=O)c3cc(Cl)sc3Cl)nc12	-4%	-1%	-36%	5%	-1%	0%	2%[9.22 µM]	-9%
Further compounds:
SMILES	KDM4E inh	TR SRC2 fluor cs	SMN2 splice up	GoLoco inh red	RECQ1 helicase	TRb SRC2 PPI	LMNA splice mod	ALDH1A1 inh
Cc1ccc(Cn2nnc3c(=O)[nH]c(C4CCCN(C(=O)Nc5ccc(F)cc5)C4)nc32)cc1 (stereo not drawn)	9%	0%	.	.	-7%	3%	8%	4%
C[C@@H](N)C(=O)O	2%	-1%&0%	5%	8%&-1%	11%	-2%&5%	.	8%&3%
CCNc1nnc(CCn2nc(C)c(Br)c2C)s1	-17%	-3%	.	8%	7%	6%	.	-2%
CCOC(=O)c1cc2c(ccn2-c2ccc(F)cc2)n1CC(=O)N(CC)CC	?	1%	.	2%	-4%	-6%	.	?
O=C(Nc1ccc2c(c1)OCCO2)c1cccc2nc3ccccc3nc12	3%	-6%	-17%	-16%	-16%	-7%	?	5%
COc1cccc(C(C(=O)NC(C)(C)C)N(CC(C)C)C(=O)CCC(=O)Nc2cc(C)on2)c1OC (stereo not drawn)	-13%	2%	-2%	12%	21%	-2%	9%[46 µM]	9%
CCCCN(CCCC)S(=O)(=O)c1ccc2oc(C(=O)N3CCOCC3)c(C)c2c1	-5%	-3%	-2%	-5%	5%	6%	?	?
O=C(NCC(c1cccs1)N1CCOCC1)c1cc2ccccc2o1 (stereo not drawn)	-6%	0%	.	.	-11%	8%	-4%	0%
CCn1c(NCc2ccccn2)nc2c1c(=O)n(C)c(=O)n2C	-3%	-3%	-13%	0%	i	-5%	-6%	7%
COc1ccc(C(=O)CSc2n[nH]c(-c3ccncc3)n2)cc1[N+](=O)[O-]	-1%	-2%	-2%	-14%	0%	-10%	?	?
O=C(NC1CCCCC1)N(Cc1ccccc1)Cc1ccco1	-3%	1%	-7%	2%	0%	-18%	?	?
